# Mtb FBA inh: inhibits M. tuberculosis FBA enzyme | P9WQA3 | purified M. tuberculosis FBA, fluorescence read-out | inhibition, % at 1 µM | 360,000 tested, 2.3% active | AID 588726; in the data active = inhibition above about 27%;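 also: 0% = vehicle and 100% = reference inhibitor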
# Mtb BioA inh: blocks M. tuberculosis BioA enzyme activity; purified M. tuberculosis BioA enzyme, plate reader; inhibition, % at 9.99 µM; 360,000 tested, 0.096% active; AID 602481; in the data active = inhibition above about 40%; inconclusive = no clear call, values can overlap the other calls
# GDH-TPI inh: counter-screen for M. tuberculosis FBA inhibitors: GDH-TPI coupled enzymes; inhibition, % at 4.8 µM; AID 588335; GDH-TPI coupled enzyme counterscreen, NADH absorbance; 360,000 tested, 1.2% active;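 also: 0% = DMSO wells and 100% = wells lacking the enzyme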
# MazEF act: MazEF (E. coli) toxin RNase activation | activation, % at 20 µM | FAM/BHQ RNA-DNA oligo cleavage fluorescence, 5 h | P0AE70 | 350,000 tested, 0.32% active; in the data active = activation above about 50%
# Target sequence (P0AE70 whole entry, looked up): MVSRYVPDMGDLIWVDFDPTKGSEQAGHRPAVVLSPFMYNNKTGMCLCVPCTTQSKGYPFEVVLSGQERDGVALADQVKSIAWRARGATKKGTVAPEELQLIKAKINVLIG
# BoNT F protease: BoNT F light chain protease inhibition | Multiplex microsphere protease cleavage assay, flow cytometry | inhibition, % at 10 µM | 360,000 tested, 0.22% active; in the data active = inhibition above about 35%, passing the limit was not always enough; inconclusive = no clear call, values can overlap the other calls; also: plate controls were buffer without enzyme for full effect and enzyme alone for no effect
# FadD28 binding: blocks FadD28 binding to the bisubstrate probe; fluorescence polarization; inhibition, % at 12.5 µM; 360,000 tested, 0.22% active; AID 588549; in the data active = inhibition above about 8.5%, passing the limit was not always enough; inconclusive = no clear call, values can overlap the other calls
# DUSP3 inh: inhibitors of human VHR1 phosphatase (DUSP3); P51452; recombinant VHR phosphatase, pNPP absorbance; inhibition, % at 13.3 µM; 290,000 tested, 0.52% active; AID 1654; in the data active = inhibition above about 50%; also: some compounds called inactive have numbers as strong as hits
# Target sequence (P51452 whole entry, looked up): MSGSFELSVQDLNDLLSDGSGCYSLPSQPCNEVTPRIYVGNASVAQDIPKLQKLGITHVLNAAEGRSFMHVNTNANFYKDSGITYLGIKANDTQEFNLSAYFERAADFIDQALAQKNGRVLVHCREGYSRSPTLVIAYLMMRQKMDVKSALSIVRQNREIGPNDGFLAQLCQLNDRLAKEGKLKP
# Rv3671c inh: Rv3671c (M. tuberculosis) protease inhibition; inhibition, % at 5.96 µM; 320,000 tested, 0.048% active; P9WHR9; in the data active = inhibition above about 38%;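 also: extracellular domain of Rv3671c used as enzyme; 0% = enzyme with DMSO and 100% = no enzyme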
# Target sequence (P9WHR9 whole entry, looked up, the tested form may be a part): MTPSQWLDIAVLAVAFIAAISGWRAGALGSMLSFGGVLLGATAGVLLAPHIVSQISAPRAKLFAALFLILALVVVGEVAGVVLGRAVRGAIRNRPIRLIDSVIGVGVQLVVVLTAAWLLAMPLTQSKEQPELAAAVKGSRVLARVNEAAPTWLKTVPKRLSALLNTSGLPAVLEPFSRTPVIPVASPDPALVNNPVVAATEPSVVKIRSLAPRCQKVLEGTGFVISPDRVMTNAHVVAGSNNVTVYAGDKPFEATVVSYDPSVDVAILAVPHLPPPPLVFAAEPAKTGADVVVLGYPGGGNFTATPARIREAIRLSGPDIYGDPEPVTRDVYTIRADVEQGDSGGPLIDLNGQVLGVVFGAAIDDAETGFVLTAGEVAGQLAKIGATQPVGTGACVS
# CCHFV vOTU inh: CCHFV vOTU protease inhibition. Pep-AMC fluorescence. inhibition, % at 11.5 µM. 370,000 tested, 0.55% active. AID 651958; also: 0% = vehicle wells with enzyme and 100% = no enzyme wells
# UGM FP inh: inhibitors of M. tuberculosis UDP-galactopyranose mutase; P9WIQ1; purified UGM, fluorescence polarization probe displacement; inhibition, % at 10 µM; 320,000 tested, 0.06% active; AID 504406; in the data active = inhibition above about 10%, passing the limit was not always enough; inconclusive = no clear call, values can overlap the other calls
# Target sequence (P9WIQ1 whole entry, looked up): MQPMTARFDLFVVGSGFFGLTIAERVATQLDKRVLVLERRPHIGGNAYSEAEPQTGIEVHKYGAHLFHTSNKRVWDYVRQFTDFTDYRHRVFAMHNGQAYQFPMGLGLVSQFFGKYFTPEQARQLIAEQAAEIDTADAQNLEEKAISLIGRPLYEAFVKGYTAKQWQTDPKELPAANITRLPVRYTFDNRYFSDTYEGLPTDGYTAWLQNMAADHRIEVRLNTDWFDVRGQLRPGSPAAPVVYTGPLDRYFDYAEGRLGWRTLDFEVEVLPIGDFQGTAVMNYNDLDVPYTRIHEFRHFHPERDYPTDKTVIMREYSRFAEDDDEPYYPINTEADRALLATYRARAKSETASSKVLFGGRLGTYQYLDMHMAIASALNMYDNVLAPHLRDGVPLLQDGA
# Active calls of the source: *; ? = inconclusive; · = no result given. Rule as the data show it, unless noted: active = inhibition above about 30%; inactive = the rest. The order is random; 4.9% or so of the library scored in one or more.
# The first two compounds as a preview:
SMILES,Mtb FBA inh,Mtb BioA inh,GDH-TPI inh,MazEF act,BoNT F protease,FadD28 binding,DUSP3 inh,Rv3671c inh,CCHFV vOTU inh,UGM FP inh
O=C(/C=C/c1ccc(Cl)c(Cl)c1)NCc1ccco1,1,·,11,-2,35*,-1.4,-14,-5,5,-0.2
COC(=O)/C(C#N)=C/N(C)C,4,·,9,10,·,-0.5,1,-4,12,-0.7

# The listing, previewed entries included:
SMILES,Mtb FBA inh,Mtb BioA inh,GDH-TPI inh,MazEF act,BoNT F protease,FadD28 binding,DUSP3 inh,Rv3671c inh,CCHFV vOTU inh,UGM FP inh
O=C(/C=C/c1ccc(Cl)c(Cl)c1)NCc1ccco1,1,·,11,-2,35*,-1.4,-14,-5,5,-0.2
COC(=O)/C(C#N)=C/N(C)C,4,·,9,10,·,-0.5,1,-4,12,-0.7
CC1(C(=O)NS(=O)(=O)C2CC2)CCCN(C(=O)c2c(F)cccc2F)C1 (configuration not stated),3,-4.7,4,·,4,-0.9,·,·,11,·
CC1=C(C(=O)N2CCOCC2)CC(CC(=O)NCCCN(C)C)C(=O)N1Cc1ccc(F)cc1 (configuration not stated),-2,-1.7,·,·,6,-1.4,·,·,37*,·
O=C(CN1C(=O)/C(=C/c2ccccc2F)Sc2ccccc21)NCC1CCCO1 (configuration not stated),-1,0.6,3,-5,·,-4.1,25,3,17,0.3
CC(=O)Nc1ccc(-n2nnnc2SCC(=O)Nc2cccc(NC(=O)c3ccco3)c2)cc1,1,-1.5,-8,-17,-6,-3.9,23,-41,-4,-1.9
COc1ccccc1N1CCN(CCCN2CC(=O)N3CCCCC3C2=O)CC1 (configuration not stated),2,0.9,3,4,-16,-1.0,·,·,-21,·
COc1ccc(S(=O)(=O)N2CCCC(C(=O)NCc3ccco3)C2)cc1OC (configuration not stated),-1,1.2,-4,-7,-3,-2.2,16,0,-17,-0.1
O=C(NN1CC(C(=O)OCc2ccccc2F)CC1=O)c1ccccc1 (configuration not stated),1,-0.2,13,9,0,-0.6,1,-3,5,1.9
CCC1Sc2ccc(S(=O)(=O)Nc3ccc(OC)cc3)cc2NC1=O (configuration not stated),-3,2.2,8,3,-2,-2.4,-14,2,16,0.0
CN(c1ccc(C(=O)Nc2ccccc2Sc2ccccc2)cc1)S(C)(=O)=O,2,2.2,1,3,?,-2.4,17,-2,11,2.2
C=CCOc1ccn(C)c(=O)n1,0,·,-5,-2,-16,-1.5,24,2,5,1.7
COc1cccc(-c2cnc(C(O)c3cc(F)cc(Cl)c3)[nH]2)c1 (configuration not stated),-1,2.8,4,·,4,-6.1,·,·,28,·
OCCNc1nc(Nc2ccc(Br)cc2)nc2ccccc12,·,·,·,40,·,·,20,-1,8,2.7
CCOC(=O)C1(Cc2ccccc2C)CCCN(S(=O)(=O)CC)C1 (configuration not stated),0,0.6,8,-15,-16,-4.6,-4,4,-1,-1.3
CC(=O)NC(=S)Nc1sc2c(c1C#N)CCCCC2,-1,·,15,-4,-14,0.9,9,·,-7,·
O=C(O)c1cccc(-n2c(/C=C/c3ccc([N+](=O)[O-])cc3)nc3ccccc3c2=O)c1,0,15,29,3,-38,2.2,1,-10,-6,0.7
Cc1ccc(Nc2nc(N)nc(CN3CCCCCC3)n2)c(C)c1,7,2.8,7,0,-8,-0.7,0,8,-5,-2.8
O=c1/c(=C\c2ccc(O)cc2)sc2n1C(c1ccccc1)C(c1ccccc1)=NN=2 (configuration not stated),-1,-2.9,8,-69,-7,-0.9,30,-2,5,-6.8
COc1ccc(Nc2cc(=O)oc3ccccc23)cc1,3,-0.3,14,-2,-8,-1.1,12,3,8,0.8
CCOC(=O)c1ccc(-n2c(N)c(C(=O)NCc3ccco3)sc2=S)cc1,-4,-3.7,15,5,0,-3.5,10,0,·,-2.6
CC(NCC(O)c1ccc([N+](=O)[O-])cc1)C12CC3CC(CC(C3)C1)C2 (configuration not stated),3,-0.1,5,7,·,-1.0,-26,6,-6,-1.6
CCCc1c(C(=O)NNc2cccc(Cl)c2)cnn1-c1ccccc1,1,·,1,-4,-5,-4.8,17,-5,1,-0.2
Nc1ccc(Nc2nc3ccccc3[nH]2)cc1,1,-0.4,-1,11,?,-2.4,18,50*,-8,-0.6
CCCC1=C(C(=O)OCC)C(c2cc(Cl)cc(OC)c2OCC(=O)OCC)NC(=O)N1 (configuration not stated),0,-1.0,3,-2,-5,-3.7,12,6,14,-0.5

# One compound at a time, from the list above. Order of values: Mtb FBA inh, Mtb BioA inh, GDH-TPI inh, MazEF act, BoNT F protease, FadD28 binding, DUSP3 inh, Rv3671c inh, CCHFV vOTU inh, UGM FP inh
# O=c1/c(=C\c2ccc(O)cc2)sc2n1C(c1ccccc1)C(c1ccccc1)=NN=2 (configuration not stated) across the screens: -1, -2.9, 8, -69, -7, -0.9, 30, -2, 5, -6.8
# C=CCOc1ccn(C)c(=O)n1 across the screens: 0, ·, -5, -2, -16, -1.5, 24, 2, 5, 1.7
# COc1ccccc1N1CCN(CCCN2CC(=O)N3CCCCC3C2=O)CC1 (configuration not stated) across the screens: 2, 0.9, 3, 4, -16, -1.0, ·, ·, -21, ·

# The results go on.
SMILES,Mtb FBA inh,Mtb BioA inh,GDH-TPI inh,MazEF act,BoNT F protease,FadD28 binding,DUSP3 inh,Rv3671c inh,CCHFV vOTU inh,UGM FP inh
Cc1nn(-c2ccc(N3CCOCC3)nn2)c(C)c1CCC(=O)N1CCN(C)CC1,2,-0.1,8,10,?,-3.5,17,1,11,0.6
Cc1cc(C)n(-c2nc3c(c(=O)[nH]c(=O)n3C)n2CC(C)C)n1,6,-0.3,-5,-1,-17,2.3,14,7,6,-2.6
CCN(CCn1cccn1)C(=O)C1CCC(=O)N(CCN2CCOCC2)C1 (configuration not stated),4,-1.8,9,-1,0,·,10,3,0,1.9
COc1ccccc1/C=C1/C(=O)ON=C1C,-2,-2.0,1,7,-14,-0.1,7,8,11,-1.8
Cc1ccccc1/C=c1\s/c(=C\C(=O)C(C)(C)C)[nH]c1=O,-4,-2.4,13,7,-11,-3.4,23,-16,25,0.1
Cc1ccccc1OCCOC(=O)c1nc2nccc(C)n2n1,-4,1.3,-5,2,3,-2.4,-17,6,6,-0.4
Cc1ccc(Nc2ncnc3ccccc23)cc1,-1,1.9,13,-5,-5,0.1,2,-12,4,1.2
C=CCNc1nc(C(=O)OCC(=O)c2ccccc2)cs1,4,-2.7,9,-6,-2,-2.2,-11,-10,2,-1.0
CC1(C)CC(=O)c2cc(OCC(=O)NCCCN3CCN(c4ccc(F)cc4)CC3)ccc2O1,13,1.1,9,-4,3,-2.8,53*,3,-25,-0.9
CCn1ncc(C(=O)Nc2cc(C)on2)c1C,0,-4.3,0,-3,-1,-1.3,23,-2,-5,1.3
NNC(=O)Cn1cnc2ccccc21,9,·,4,1,-10,0.5,9,0,-7,3.4
O=C(NC1CCCC1)c1sc(=S)n2c1[nH]c(=O)c1ccccc12,0,-2.3,2,-12,-7,29*,37,4,-3,0.5
Cc1ccc(CNS(=O)(=O)c2ccc3c(c2)CCN3C(=O)CCCC(=O)O)cc1,-1,·,4,-3,-4,-4.2,7,-1,-5,-0.7
O=C(NNC(=O)c1ccc2ccccc2c1O)c1cccs1,2,-0.9,11,-2,?,0.8,20,0,3,2.6
COc1cccc(NC(=O)CN(C)C(=O)[C@@H]2CCCN2C(=O)c2cccs2)c1,-1,-0.1,1,6,4,-0.1,·,5,-2,-4.3
NC(=O)c1cc([N+](=O)[O-])ccc1NCc1cnccn1,1,-1.2,9,8,3,0.0,·,5,22,-1.0
C=CCNc1sc(C(=O)C2CC2)c(N)c1C#N,-2,-1.5,40*,7,-3,0.4,31,6,14,-0.6
O=C(NCCO)c1ccc(-c2ccc3nncn3c2)cc1,19,0.2,7,·,1,-0.5,·,·,-1,·
CCOC(=O)c1cnc2c(C(=O)OC)cccc2c1NCc1ccco1,13,7.2,18,2,-10,-2.8,21,-2,-53,0.6
O=C(NCc1ccccc1)c1ccc2c(c1)C(=O)N(CC1CCCO1)C2=O (configuration not stated),-2,0.1,4,17,-1,-0.7,3,4,3,-1.1
Fc1ccc(N2CCN(c3nnnn3-c3ccccc3)CC2)cc1,0,0.1,0,9,-3,-1.6,12,-4,14,2.0
CCCCN(CCCC)Cc1cc(=O)oc2cc(C)cc(C)c12,1,1.7,·,·,-14,-1.6,·,·,8,·
CCN1C/C(=C\c2cc(OC)c(OC)c(OC)c2)C2=NN(c3ccccc3)C(c3cc(OC)c(OC)c(OC)c3)C2C1 (configuration not stated),1,·,-1,-5,-4,-4.2,·,·,-6,·
CCOc1ccc2nc(COC(=O)c3ccncc3)c(C(=O)c3ccccc3)[n+]([O-])c2c1,0,-3.3,4,0,6,0.2,40,-3,14,-0.4
CCNC(=S)Nc1ccc2c(c1)c(=O)n(C)n2Cc1cccc(C(F)(F)F)c1,80*,1.3,3,·,-8,-2.4,·,·,-149,·
# New compounds follow:
SMILES,Mtb FBA inh,Mtb BioA inh,GDH-TPI inh,MazEF act,BoNT F protease,FadD28 binding,DUSP3 inh,Rv3671c inh,CCHFV vOTU inh,UGM FP inh
CC(=O)Nc1cccc(-c2nc3ccccc3[nH]2)c1,15,4.0,-8,9,-5,-6.5,-42,-1,3,2.6
O=C(COC(=O)/C=C/C(=O)OCC(=O)Nc1ccccc1F)Nc1ccccc1F,6,·,0,1,2,-2.6,17,4,-13,-0.2
COc1ccc(S(=O)(=O)Cc2ccc(C(=O)N3CCN(c4cc(Cl)ccc4C)CC3)o2)cc1,-1,-0.7,6,5,-4,-4.6,-2,-12,1,0.4
CCOC(=O)n1c(=O)n(Cc2ccc(OC)cc2)c2ccccc21,-1,2.1,3,12,?,-3.6,-2,3,4,2.3
O=C(NCc1cccs1)c1ccccc1,2,-0.2,0,6,-8,-2.4,27,0,-7,-3.3
COc1cc(CN2C[C@@H](CO)O[C@@H](n3cnc4c(NC5CCC5)ncnc43)C2)cc(OC)c1OC,3,-0.2,-6,·,0,0.6,·,·,12,·
Cc1ccc(N2C(=O)CC(Sc3cccs3)C2=O)cc1 (configuration not stated),1,·,-3,2,?,-3.6,-7,2,8,0.2
Cc1ccc(OCCOCCN2CCN(C)CC2)c([N+](=O)[O-])c1,1,·,3,-1,4,0.5,30,-17,-10,0.0
CCN(CC)S(=O)(=O)c1ccc(N2CC(C(=O)NCc3ccc4c(c3)OCO4)CC2=O)cc1 (configuration not stated),-1,-0.8,4,5,-9,-1.7,·,1,5,1.8
CC1CCN(C(=O)Cn2cnc3c2c(=O)n(C)c(=O)n3C)c2ccccc2S1 (configuration not stated),-5,-0.6,1,0,5,-3.0,31,-1,6,0.4
CSc1ccc(CN(C)C(=O)c2cc3ccccc3o2)cc1,1,2.9,-1,1,0,·,6,-17,-4,0.0
CCCCn1c2nc3ccccc3nc2c2c(=O)n(CCC(C)C)cnc21,1,·,10,17,4,0.8,0,2,-12,-2.2
CCOc1ccc(-n2cc(C(=O)N3CCC(C)CC3)c3cc(OC)c(OC)cc3c2=O)cc1,4,2.8,7,-1,7,1.0,-4,-2,16,1.9
C#CCOCCOCCOCCNc1nc(N2CCN(C(=O)[C@H](CCCCN)n3cc([C@@H](N)[C@H](C)CC)nn3)CC2)nc(N2CCN(C(=O)[C@H](CCC(=O)O)n3cc([C@@H](N)CCCCN)nn3)CC2)n1,6,-1.3,-7,-5,-9,0.6,·,-1,-4,-1.5
COC(=O)C1C(=O)C=C(Nc2ccc(F)cc2F)CC1c1ccc(OC)cc1 (configuration not stated),-1,19,7,5,3,-0.7,21,1,5,1.9
CCN(CC)CCCNC(=O)c1ccc(Cl)c(S(=O)(=O)Nc2ccccc2OC)c1,3,6.6,8,6,?,-1.6,31,-11,-8,1.2
O=C(COC(=O)C1CCN(S(=O)(=O)c2ccc3c(c2)OCCO3)CC1)NC1CCS(=O)(=O)C1 (configuration not stated),-2,-2.2,6,-3,-38,0.0,·,-3,-2,1.8
Cc1nc(N2CCOCC2)c2c(C)c(C(=O)Nc3ccccc3C(F)(F)F)sc2n1,-3,1.1,8,-3,1,-5.2,14,-23,18,4.2
Nc1nnc(CC2=CCCCC2)s1,6,-0.2,11,8,-3,-1.1,21,-8,11,1.8
CC1(C)CC2CC(C)(CN2CC(=O)C(C#N)c2ccccc2)C1 (configuration not stated),-2,-0.6,9,-10,7,-0.1,-8,-3,10,-0.1
